DAGLB inhibitor = diacylglycerol lipase beta (human) inhibition; HEK293T DAGLB membrane lysate, EnzChek fluorogenic substrate; AID 504411; Q8NCG7; actives 0.059% (n = 340,000); inhibition, % at 5.17 µM; in the data active = inhibition above about 34%;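 note: 0% = enzyme with vehicle and 100% = wells lacking enzyme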
Target sequence (Q8NCG7 whole entry, looked up): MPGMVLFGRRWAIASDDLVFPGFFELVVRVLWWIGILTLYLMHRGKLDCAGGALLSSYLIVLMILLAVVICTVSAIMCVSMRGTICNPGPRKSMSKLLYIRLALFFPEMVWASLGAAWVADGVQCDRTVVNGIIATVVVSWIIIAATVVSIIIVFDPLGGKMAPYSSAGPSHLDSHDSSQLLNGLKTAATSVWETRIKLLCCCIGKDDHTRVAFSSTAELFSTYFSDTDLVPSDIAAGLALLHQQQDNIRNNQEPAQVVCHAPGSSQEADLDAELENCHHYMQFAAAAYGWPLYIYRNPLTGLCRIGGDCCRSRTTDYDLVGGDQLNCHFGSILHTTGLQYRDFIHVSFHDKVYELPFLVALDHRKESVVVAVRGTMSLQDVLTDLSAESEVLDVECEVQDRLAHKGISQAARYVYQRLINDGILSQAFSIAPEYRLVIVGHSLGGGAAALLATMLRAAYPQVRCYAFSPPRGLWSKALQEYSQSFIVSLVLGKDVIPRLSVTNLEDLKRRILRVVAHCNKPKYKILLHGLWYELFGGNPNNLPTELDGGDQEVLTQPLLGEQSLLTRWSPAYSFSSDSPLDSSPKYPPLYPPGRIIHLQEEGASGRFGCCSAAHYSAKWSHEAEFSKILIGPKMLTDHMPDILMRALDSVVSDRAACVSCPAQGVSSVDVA
CAL PDZ FP-1 = human CAL PDZ-peptide interaction inhibition. Q9HD26. purified CAL PDZ, TMR-peptide fluorescence polarization, 1 h. inhibition, % at 20 µM. actives 0.02% (n = 330,000). AID 504414;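 active = highest replicate inhibition of at least 40%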;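 note: plate controls were DMSO neutral control wells for no effect and unlabeled competitor peptide control wells for full effect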
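Test system: purified CerCALP PDZ construct; Compound dosing: one concentration, 20 µM compound; Also added: TMR-labelled reporter peptide T*-PRC34 bound in PDZ groove; Read-out: inhibition from polarization loss; Controls: unlabelled peptide and DMSO controls; Signal: FP readout, S and P plane fluorescence; Incubation: 1 h at RT.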
SR-BI uptake up = SR-BI HDL lipid transfer activation; CHO ldlA[mSR-BI] cells, DiI-HDL uptake fluorescence, 3 h; 100 = double the neutral-control signal; activation, % at 12.5 µM; actives 0.096% (n = 320,000);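 active = mean replicate activation of at least 60% and every replicate at or above 60%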;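 note: 0% = median plate neutral-control signal and 100% = twice that signal; values of inactives mirror those of a sister screen read the other way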
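Assay system: CHO ldlA[mSR-BI] cells, LDL receptor-null, SR-BI overexpressing; medium: Ham's F12 with 0.5% BSA, HEPES 25 mM, pH 7.4; also added: DiI-HDL 10 µg/mL; timing: 3 h uptake period with compound, 37 °C; signal: DiI fluorescence, bottom read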
Keap1-Nrf2 PPI = disrupts human Keap1 binding to Nrf2 peptide | actives 0.15% (n = 340,000) | inhibition, % at 9.4 µM | Q14145 | Keap1 Kelch-Nrf2 peptide fluorescence polarization, 1536-well; in the data active = inhibition above about 12%;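 note: human Keap1 Kelch domain with fluorescein labeled Nrf2 9mer peptide probe; 0% = neutral control wells and 100% = peptide positive control; higher means more block of Keap1 binding to Nrf2 peptide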
Cardiac RTF inh = cardiac RTF calcium desensitization; P19429+P45379; IANBD-labeled cardiac RTF, Ca2+ fluorescence; inhibition, % at 7.15 µM; actives 0.12% (n = 340,000);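 active = inhibition above the mean inhibition of all tested compounds plus 3 SD, cut at about 17% in these data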;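 note: assay run at fixed EC70 calcium of 1.6 mM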
RTF Ca sens act = increases calcium sensitivity of human cardiac regulated thin filaments; IANBD-labeled TnC RTF fluorescence at EC20 calcium; 0% EC20 calcium, 100% full calcium; activation, % at 7.2 µM; actives 0.24% (n = 340,000); AID 493008;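 active = activation above the mean over all tested compounds plus 3 SD, cut at about 30% in these data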;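 note: rise in fluorescence read as greater calcium sensitivity of cardiac thin filaments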
Rtt109 HAT inh = C. albicans Rtt109 histone acetyltransferase inhibition | actives 0.16% (n = 330,000) | Q5AAJ8 | purified Rtt109/Vps75, ThioGlo CoA-SH fluorescence, 4 h | AID 540336 | inhibition, % at 34.9 µM;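 active = inhibition of at least 50% in every replicate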
C-LANA FP = KSHV C-LANA DNA binding inhibition; MBP-C-LANA/FAM-LBS DNA binding, fluorescence polarization; inhibition, % at 9 µM; actives 0.078% (n = 340,000); AID 504423;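 active = highest replicate inhibition at or above 60% at 9 µM, even if other replicates fall short; inactive = all replicates below 60% inhibition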;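 note: 0% = neutral control wells and 100% = 4 µM acridine orange control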
PKA-R2B activ = activators of human PKA-R2B complex. actives 0.079% (n = 340,000). AID 504700. PKA-R2B holoenzyme dissociation, Cy5-IP20 fluorescence polarization; R2B truncated from residue 108, S112A mutant; 0% DMSO only, 100% 113 µM cGMP. activation, % at 11.4 µM;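 active = activation above a cutoff set at the mean over all compounds plus 3 SD, cut at about 18% in these data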;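 note: higher means more holoenzyme dissociation and a rise in polarization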
Target sequence (P31323 whole entry, looked up, other chains not shown, the tested form may be a part): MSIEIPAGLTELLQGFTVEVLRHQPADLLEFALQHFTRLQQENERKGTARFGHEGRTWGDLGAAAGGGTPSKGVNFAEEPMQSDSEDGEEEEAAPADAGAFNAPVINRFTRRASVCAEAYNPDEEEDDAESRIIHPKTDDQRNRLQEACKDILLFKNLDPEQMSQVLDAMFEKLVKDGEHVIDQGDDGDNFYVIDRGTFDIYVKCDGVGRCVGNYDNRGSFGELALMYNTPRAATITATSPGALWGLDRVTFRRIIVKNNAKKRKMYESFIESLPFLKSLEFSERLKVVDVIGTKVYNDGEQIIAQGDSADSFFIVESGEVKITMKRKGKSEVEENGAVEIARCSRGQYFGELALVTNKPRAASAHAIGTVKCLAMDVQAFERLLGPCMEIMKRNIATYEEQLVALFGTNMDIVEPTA
CAL PDZ FP-2 = CAL PDZ (human) peptide binding inhibition. purified CAL PDZ, TMR-peptide fluorescence polarization, 1 h. actives 0.92% (n = 300,000). AID 602252. inhibition, % at 24.9 µM. Q9HD26;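 active = mean inhibition of at least 30% with at least half of replicates also reaching 30%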;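 note: 0% = DMSO neutral control and 100% = excess unlabeled competitor peptide PRC23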
Starred values were filed as active, the others as inactive; . = no result given; + = active, no number.

Order of values: DAGLB inhibitor, CAL PDZ FP-1, SR-BI uptake up, Keap1-Nrf2 PPI, Cardiac RTF inh, RTF Ca sens act, Rtt109 HAT inh, C-LANA FP, PKA-R2B activ, CAL PDZ FP-2
- CC(CN1CCCCC1)OC(=O)COc1ccc(Br)cc1 (stereo not given)
    1, -1.1, 0, -1, 1, -3, 0, -0.8, 3, -6
- O=[N+]([O-])c1cccnc1NCCc1c[nH]c2ccccc12
    3, 1.2, ., -1, -17, 4, -3, -1.1, 2, .
- CCc1ccc(NC(=O)COC(=O)CCCC2=NS(=O)(=O)c3ccccc3N2)cc1
    -3, -0.8, -5, 4, 5, -3, 1, 0.0, 4, .
- CCn1c(=O)c(-c2cc(=O)[nH][nH]2)c(O)c2ccccc21
    11, 0.4, 15, -1, -5, -4, 3, 0.9, 12, -8
- COc1ccc(C(=O)OCCNC(=O)c2c(Cl)nc3ccccn23)cc1
    -5, -1.4, 5, -4, 0, 3, -1, -1.1, 1, -2
- COc1ccc2c(c1)C(=O)C(=O)N2CCS(=O)(=O)c1ccccc1
    -1, -2.3, 15, 0, -2, -5, 0, 0.2, 5, -4
- O=C(c1ccco1)N1CCN(C(=O)c2ccc(CS(=O)c3ccc(F)cc3)o2)CC1 (stereo not given)
    -2, -3.0, 10, -3, -4, -13, 21, 0.4, -10, -4
- CCn1c(CCNC(=O)c2cccs2)nnc1SCC(=O)Nc1nc(-c2ccccc2)cs1
    -1, 4.7, -44, 0, -4, 4, -3, -0.1, -9, 17
- COC(=O)c1ccc(CSc2ccc3nnc(-c4ccccc4)n3n2)o1
    3, -5.1, -8, -2, -8, 0, -2, -0.4, -4, -3
- NC(=O)CNCCC(c1ccccc1)c1ccccc1
    2, -0.5, 0, -3, -3, 6, 4, -1.6, 6, -3
- COCCNC(=S)N1C2CCC1CC(NC(=O)NC13CC4CC(CC(C4)C1)C3)C2 (stereo not given)
    -3, -0.2, 13, -1, -1, -2, 3, 1.4, -1, -4
- O=C(COc1ccccc1)N(CCc1ccccc1)c1nc(-c2ccc(F)cc2)cs1
    -50, -2.9, -30, -3, 3, -3, -3, 0.1, -12, 3
- CC(C)Oc1cccc(C(=O)Nc2ccc(N3CCN(C)CC3)cc2)c1
    0, -0.4, -8, -4, -2, -3, 0, 0.9, -5, 10
- Cc1cc(-c2nc(-c3ccc(C(C)(C)C)cc3)no2)no1
    -7, 0.4, -25, 4, -13, 2, 6, 2.0, -2, .
- C/C(=N/NC(=O)c1ccncc1)c1cc2ccc(O)cc2oc1=O
    -59, -0.1, 22, -76, -403, +, -6, 75*, 4, 0
- Cc1cc(Br)c(NC(=O)COC(=O)C2CC2C)c(Br)c1 (stereo not given)
    1, -0.5, 32, -2, -1, -1, -2, 0.8, -2, -2
- O=C(CN1CCOCC1)NCCNC(=O)CN1CCOCC1
    2, -0.2, 29, -1, -5, 6, -1, -0.4, -4, -6
- Nc1nc(-c2cccc(Br)c2)cs1
    0, -0.6, ., -1, -7, 5, 6, 0.1, 1, 21
- Cc1ccc(NC(=O)c2cc(-c3cccs3)on2)cc1C
    -9, -1.0, ., -4, -5, -4, -2, 0.5, -5, -2
- O=C(NCc1nc2ccccc2[nH]1)C1=C[C@H](c2ccc(C(F)(F)F)cc2)C[C@H](OCCCCO)O1
    -4, -0.3, -4, 2, -8, -3, -6, -1.6, 4, -6
- O=C(NCC1CCCO1)C1CCN(C2CCN(Cc3ccco3)CC2)CC1 (stereo not given)
    0, -2.9, 21, -3, -13, 8, ., 0.1, -8, -3
- COc1ccc([C@@H]2[C@@H]3C(=O)N(C(C)(C)C)C(=O)[C@@H]3[C@]3(CC(C)C)C(=O)N(c4cccc(F)c4)C(=O)N23)cc1
    -7, -0.4, 9, -5, 4, 7, 21, 0.3, -2, -2
- O=C(CCCn1c(=O)oc2ccccc21)NNC(=O)COc1ccc(F)cc1
    2, -0.4, 41, -2, 5, -5, 0, -0.1, -7, -2
- Cc1ccc2c(c1)C(c1ccccc1)N(C(=O)c1ccc3c(c1)OCO3)CC(=O)N2 (stereo not given)
    0, 0.9, 32, -1, 3, -1, 6, 1.4, -13, -4
- CC(C)c1ccc(NS(=O)(=O)c2ccc(Cl)nc2)cc1
    -3, 0.4, 3, -1, 4, -4, 18, -0.5, 0, -1
- Clc1ccc(/C=C\c2nccc3c2[nH]c2ccccc23)cc1
    -5, -2.3, -45, -6, -8, 6, 5, 3.2, -7, 1
- COc1ccc(C(C)=O)cc1COC(=O)c1ccc(S(=O)(=O)N(C)C)cc1
    -1, -1.8, ., -5, -23, 2, 1, 0.3, -5, -1
- COc1ccc(C(CNC(=O)Cc2ccc3ccccc3c2)N(C)C)cc1 (stereo not given)
    -1, -1.2, ., 3, 8, -3, -12, -2.2, -3, -6
- CC(Sc1nnc(Cc2cccs2)n1C1CCCCC1)C(N)=O (stereo not given)
    0, -1.5, -16, -4, 2, 3, 10, 1.7, 12, 2
- COc1ccc(C(=O)Nc2ccc(Cl)cc2C(=O)NCCO)cc1
    -2, -4.4, -22, 2, 1, -1, 41, -3.5, -6, 1
- CCOc1cc(C(=O)OCC(=O)Nc2ccc(F)cc2Cl)ccc1OCC(=O)N1CCOCC1
    -1, 0.3, -24, -2, -8, 3, 5, -0.6, -6, -4
- CS(=O)(=O)N(CCC#N)Cc1ccco1
    0, -1.2, -18, 2, -2, 1, 7, -0.4, -6, -3
- COc1ccc(CCNC(=O)C2CC(=O)N(c3ccccc3)C2)cc1OC (stereo not given)
    1, 1.2, -13, 2, 2, 3, 9, -0.8, 6, -7
- Cc1cc(=O)[nH]c(SCC(=O)Nc2nc3c(s2)CCCC3)n1
    2, 0.2, 6, -5, -7, 4, 15, -0.7, -6, -2
- CCOC(=O)C1CCN(C(=O)Cn2c(=O)c3cccn3c3cccnc32)CC1
    -1, -1.4, 7, -5, -6, 4, 1, 0.1, -1, -3
- O=C1CSC(c2ccccn2)N1c1ccccc1F (stereo not given)
    -1, -2.0, 12, -1, -6, -3, 4, 0.7, -7, 11
- O=C(CNC(=O)c1ccc(Br)o1)NCc1ccc(F)cc1
    1, 0.0, 18, -3, -5, -1, 13, 0.8, 11, -4
- COC(=O)Cc1[nH]c(=O)[nH]c1C(=O)OC
    -1, -0.9, 30, 0, -2, 7, 4, -0.5, -13, -7
- O=C(CCN1CCCCCC1)Nc1cccc(F)c1
    -2, 0.2, 8, 1, -1, -3, -8, 0.2, -8, -1
- CCOc1ccc(C(=O)NC2CCN(S(=O)(=O)c3ccccc3)CC2)cc1
    -1, 0.0, 5, -3, -1, -6, 1, -1.2, -8, -3
- COc1cccc(-c2cccc(NC(=O)C3CCN(C4CCC4)CC3)c2)c1
    1, -1.3, 15, 2, -7, 1, 6, 0.7, 7, -1
- O=C(O)CCCn1cc(NC(=O)COc2ccccc2[N+](=O)[O-])cn1
    ., -0.6, 0, -2, ., ., -6, -2.3, ., -4
- Cc1ccccc1NC(=O)c1cccc(NC(=O)c2c(C(=O)O)cccc2[N+](=O)[O-])c1
    2, 1.9, ., -3, -2, 1, -4, -0.5, -1, -5
- Cc1ccc(CNC(=O)CCCN2C(=S)NC(C)(C)CC2C)cc1 (stereo not given)
    1, -0.8, 15, -2, -16, 1, 0, 0.7, 4, -3
- O=C(Nc1cccc(Cl)c1Cl)c1ccccc1OCC(=O)N1CCOCC1
    -3, -3.3, -17, -4, -9, -1, -15, -1.5, 6, 0
- CCc1c(C)nc(N2CCN(c3ccc(F)cc3)CC2)[nH]c1=O
    -2, -0.7, -8, -2, -13, 5, -1, -2.2, -3, 1
- O=C(CCNC(=O)c1ccc(Br)cc1)NCc1ccco1
    3, -3.3, 27, -3, -11, 9, -1, -0.4, -5, 5
- CC1CC(=O)N(CC(=O)NCc2ccccc2)c2ccccc2S1(=O)=O (stereo not given)
    1, 1.1, 4, 3, -6, 3, -2, -0.7, 3, .
- CC1CCN(C(=O)COC(=O)c2ccc3c(c2)OCO3)CC1
    0, -0.8, 6, -1, -6, 1, -4, 1.8, -4, -4
- O=C(Cc1ccc(Cl)c(Cl)c1)NNC(=S)NCC1CCCO1 (stereo not given)
    -2, 0.3, 16, -2, 3, -5, -3, 0.6, -3, -2
- Cn1cc(S(=O)(=O)N2CCC(Cc3ccccc3)CC2)c(=O)n(C)c1=O
    2, -0.5, 9, -2, -6, -5, -11, 1.6, 0, .
- CCCCOc1ccc(C(=O)NCCc2cccs2)cc1
    -5, -0.6, -9, -5, 14, 6, -3, -1.6, -11, 0
- CCOC(=O)c1sc(Nc2nc(C)cc(OC)n2)nc1C
    -3, 0.4, -33, -1, 4, 1, 3, 2.3, 0, .
- O=C(O)[C@H](Cc1ccccc1)NC(=O)N1CCN(c2ccccc2)CC1
    1, 1.1, 27, -1, -1, -5, -4, -2.5, 12, 5
- Cc1[nH]c2ccccc2c1SCC(=O)N1CCN(c2ccccc2)CC1
    -1, -1.5, -18, 1, 2, 4, -5, 0.2, -24, .
- O=C(Nc1ccc2nc(-c3cccs3)[nH]c2c1)c1cccs1
    1, -2.7, -16, 0, -5, 2, 7, 1.3, 10, -2
- O=C(COC(=O)c1ccc2ccccc2n1)NCc1ccccc1
    -1, 0.0, 20, 3, 2, 4, 6, -1.0, -7, .
- O=C(CSc1nnc(CNC(=O)c2ccccc2)o1)NCc1ccccc1Cl
    0, -1.5, ., -5, -1, 0, 5, -1.2, 1, -2
- CCO[C@@H]1OC(C(=O)NCc2nc3ccccc3[nH]2)=C[C@H](c2ccccc2)[C@H]1CCCO
    -1, 1.2, 3, -4, 3, -1, 2, -0.4, 17, -1
- CC(=O)OC(C(=O)N1CCOCC1)c1c(F)cccc1F (stereo not given)
    -1, -1.7, 26, -6, 0, 6, -3, 1.0, -16, -2
- CC/C(=N\NC(=O)c1ccncc1)C12CC3CC(CC(C3)C1)C2
    -1, -1.2, 0, -4, -2, 5, 2, 1.9, -8, 0

Rewritten comma-delimited: 4 of the compounds above.
compound,DAGLB inhibitor,CAL PDZ FP-1,SR-BI uptake up,Keap1-Nrf2 PPI,Cardiac RTF inh,RTF Ca sens act,Rtt109 HAT inh,C-LANA FP,PKA-R2B activ,CAL PDZ FP-2
CCCCOc1ccc(C(=O)NCCc2cccs2)cc1,-5,-0.6,-9,-5,14,6,-3,-1.6,-11,0
CCOC(=O)c1sc(Nc2nc(C)cc(OC)n2)nc1C,-3,0.4,-33,-1,4,1,3,2.3,0,.
O=C(O)[C@H](Cc1ccccc1)NC(=O)N1CCN(c2ccccc2)CC1,1,1.1,27,-1,-1,-5,-4,-2.5,12,5
Cc1[nH]c2ccccc2c1SCC(=O)N1CCN(c2ccccc2)CC1,-1,-1.5,-18,1,2,4,-5,0.2,-24,.

Screens deposited in PubChem by several laboratories.
